Screens deposited in PubChem BioAssay by several laboratories.
STAT1 inh = reduces IFN-gamma driven STAT1 reporter signal; NIH 3T3 STAT1-luciferase reporter, luminescence; inhibition, % at 5.5 µM; actives 0.35% (n = 200,000); AID 920;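 active = inhibition above a set limit, the mean inhibition across all tested compounds plus 3 SD, cut at about 34% in these data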;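 also: 0% = IFN-gamma with DMSO and 100% = IFN-gamma with 300 µM nifuroxazide; values of inactives mirror those of a sister screen read the other way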
PPARg SRC1 recr = PPARgamma-driven SRC-1 recruitment agonism. P37231. PPARgamma-SRC-1 coactivator recruitment biochemical assay. activation, % at 8 µM. actives 0.41% (n = 200,000). AID 631; in the data active = activation above about 19%;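 also: 0% = DMSO and 100% = reference agonist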
Target sequence (P37231 whole entry, looked up): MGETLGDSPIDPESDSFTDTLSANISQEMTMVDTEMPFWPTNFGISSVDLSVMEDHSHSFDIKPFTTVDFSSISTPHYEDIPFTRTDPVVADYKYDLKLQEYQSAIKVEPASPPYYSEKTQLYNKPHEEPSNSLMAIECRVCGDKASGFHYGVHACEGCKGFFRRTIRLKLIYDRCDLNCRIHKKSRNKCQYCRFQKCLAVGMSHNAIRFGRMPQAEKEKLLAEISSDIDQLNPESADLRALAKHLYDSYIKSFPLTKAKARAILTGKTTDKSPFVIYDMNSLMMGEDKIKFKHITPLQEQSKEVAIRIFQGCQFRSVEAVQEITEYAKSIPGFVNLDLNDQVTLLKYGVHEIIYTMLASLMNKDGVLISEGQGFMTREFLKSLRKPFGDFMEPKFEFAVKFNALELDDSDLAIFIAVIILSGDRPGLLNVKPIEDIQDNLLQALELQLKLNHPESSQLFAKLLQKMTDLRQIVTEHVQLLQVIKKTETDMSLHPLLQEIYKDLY
PPARg SRC-3 ag = agonists of human PPARgamma SRC-3 coactivator recruitment; activation, % at 8 µM; AID 731; P37231; biochemical PPARgamma/SRC-3 coactivator recruitment assay; actives 0.26% (n = 200,000); in the data active = activation above about 23%;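 also: 0% = DMSO and 100% = reference agonist; some compounds past the cut are filed as inactive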
STAT3 activator = increases IL-6 driven STAT3 reporter signal. U3A cells, IL-6 STAT3-luciferase reporter, luminescence; 100% = signal with IL-6 EC80 alone. activation (% of control), % at 5.6 µM. actives 0.91% (n = 190,000). AID 871;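 active = activation above the screen-wide mean of compound activation plus 3 SD, cut at about 130% in these data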;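 also: 0% = background luminescence of wells with medium and substrate only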
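Material: STAT1-lacking human U3A cells, STAT3 luciferase reporter | Benchmarks: IL-6-only wells as 100% reference | Probe or stimulus: IL-6 (33 ng/mL) | Timing: Compound 1 h, then IL-6 6 h at 37 °C | Detection: Luminescence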
S1P3 antagonist = blocks the human S1P3 receptor | CHO S1P3 NFAT-BLA reporter, FRET fluorescence, antagonist mode | inhibition, % at 4.98 µM | Q99500 | actives 0.27% (n = 170,000);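 active = inhibition above the plate cutoff, the mean inhibition of test wells on that plate plus 3 SD, cut at about 28% in these data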;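 also: cells challenged with S1P at its EC80 of 0.8 µM; blue over green emission ratio from cleaved BLA substrate after 4 h stimulation; 0% = S1P-stimulated wells and 100% = unstimulated DMSO-only wells; some compounds past the cut are filed as inactive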
STAT3 blocker = inhibitors of IL-6 induced STAT3 signaling; inhibition, % at 5.5 µM; actives 0.89% (n = 190,000); U3A cells, IL-6 STAT3-luciferase reporter, luminescence; host cell line lacks STAT1;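 active = inhibition above the mean inhibition across all screened compounds plus 3 SD, cut at about 44% in these data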;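 also: 0% = DMSO only wells and 100% = 100 µM nifuroxazide control wells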
PPARg SRC2 recr = promotes SRC-2 coactivator recruitment by human PPARgamma; PPARgamma LBD-SRC-2 recruitment, biochemical; activation, % at 8 µM; actives 0.34% (n = 200,000); AID 1032; in the data active = activation above about 22%;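 also: 0% = vehicle and 100% = reference agonist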
ROMK mod = modulates human ROMK potassium channel activity; P48048; Tet-inducible ROMK, thallium flux fluorescence; actives lie on both sides; B-score at 10 µM; actives 2% (n = 130,000); AID 1918;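 active = signal ratio slope over the read window, or its plate-corrected B-score, at least 3 SD from the plate mean, either direction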;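 also: B-score of the F/F0 ratio slope over 7 to 12 s after thallium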
Target sequence (P48048 whole entry, looked up): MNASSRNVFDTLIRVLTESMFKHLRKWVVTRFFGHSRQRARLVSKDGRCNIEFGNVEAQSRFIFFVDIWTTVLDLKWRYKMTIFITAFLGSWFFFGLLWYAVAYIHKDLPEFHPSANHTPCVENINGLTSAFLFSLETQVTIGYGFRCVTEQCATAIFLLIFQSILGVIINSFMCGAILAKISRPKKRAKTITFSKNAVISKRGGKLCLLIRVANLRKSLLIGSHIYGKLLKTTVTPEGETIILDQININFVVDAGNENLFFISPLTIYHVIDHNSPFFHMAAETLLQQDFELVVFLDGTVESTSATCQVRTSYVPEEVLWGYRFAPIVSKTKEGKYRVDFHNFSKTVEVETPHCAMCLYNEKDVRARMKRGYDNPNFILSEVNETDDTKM
TLR4-MyD88 BLA = TLR4-MyD88 interaction inhibition in cells; O00206+Q99836; HeLa CL3-4 TLR4/MyD88 BLA complementation, FRET ratio; inhibition, % at 8.4 µM; actives 0.18% (n = 200,000); AID 861; in the data active = inhibition above about 25%;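 also: 0% = vehicle and 100% = reference inhibitor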
RAM inhibit = yeast RAM network inhibition | inhibition, % at 50 µM | S. cerevisiae dse1pr::URA3 reporter, 5-FOA growth OD615, 2 d; analog-sensitive cbk1-as2 kinase mutant strain | actives 1.8% (n = 190,000) | AID 868;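 active = inhibition above a set limit, 3 SD over mean compound inhibition, cut at about 8.4% in these data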;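 also: 0% = DMSO-only wells with no growth and 100% = 10 µM 1-NA-PP1 full growth; inhibition rescues growth on 5-FOA so higher OD means more RAM inhibition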
TR-FRET SRC-2 ct = TR-FRET artefact, counter-screen to PPARgamma/SRC-2 agonist assay; active compounds read high; TR-FRET ratio at 8 µM; actives 0.4% (n = 200,000); in the data active = TR-FRET ratio above about 2000; also: inactives centre near 1500
Active calls of the source: *; . = no result given.

SMILES | STAT1 inh | S1P3 antagonist | RAM inhibit | PPARg SRC-3 ag | TLR4-MyD88 BLA | TR-FRET SRC-2 ct | PPARg SRC2 recr | PPARg SRC1 recr | ROMK mod | STAT3 blocker | STAT3 activator
CCOC(=O)Cc1c(C)nc2c(-c3ccc(OC)cc3)c(C)nn2c1C | 2.9 | . | 8.3 | 3.6 | 15.3 | 1352 | 2.0 | 1.4 | . | 0.8 | 100.6
CCc1ccc(OCC(=O)N2c3ccccc3CCc3ccccc32)cc1 | 2.9 | 4.6 | 17.6* | -0.5 | -6.6 | 1709 | 8.4 | 6.0 | -0.28 | -6.5 | 105.6
COc1cccc(CN(C)CC(=O)Nc2ccccc2C(=O)Nc2ccccc2)c1 | 0.4 | 2.3 | 1.0 | 2.3 | 7.9 | 1399 | -9.2 | 4.6 | 0.625 | -0.4 | 107.3
CC(C)(C)n1nnnc1C(c1ccccn1)N(Cc1ccccc1)Cc1ccc(Cl)cc1 (stereo unspecified) | 1.6 | . | 4.6 | -5.2 | 3.6 | 1495 | 6.1 | -0.6 | -0.0827 | -4.4 | 103.8
Cc1ccc(N2C(=O)CC(n3nc(C)cc3C)C2=O)cc1 (stereo unspecified) | -0.4 | . | 1.8 | -0.9 | 0.2 | 1534 | 4.9 | -5.4 | -0.171 | 4.1 | 101.4
CCOc1ccccc1NC(=S)N1CCC(NC(=O)c2ccco2)CC1 | -3.9 | -6.8 | -0.7 | -2.2 | 3.8 | 1352 | -7.6 | -8.3 | 1.22 | 3.3 | 101.0
COc1cc(NS(=O)(=O)c2ccc(C)cc2C)cc(OC)c1OC | 26.8 | 14.3 | 0.3 | 3.6 | 7.1 | 1809 | 1.2 | 6.7 | -2.13 | 39.7 | 67.3
CCn1c(=O)c2c(nc3n2CCN3c2ccccc2)n(C)c1=O | -9.4 | -17.1 | 7.0 | 2.5 | 11.5 | 1717 | 6.4 | 7.2 | 0.934 | 25.7 | 82.5
O=c1c2ccccc2[nH]c(=S)n1CCN1CCCC1 | -5.1 | 2.2 | -0.4 | 1.0 | -4.3 | 1537 | -4.7 | 0.2 | -0.575 | 7.1 | 101.3
O=C(O)c1ccc(N2C(=O)CSC2c2cccc([N+](=O)[O-])c2)cc1 (stereo unspecified) | 6.1 | -7.9 | -0.2 | 1.0 | 14.8 | 1551 | 2.7 | -4.7 | 0.21 | 11.6 | 95.0
CS(=O)(=O)N1CCN(c2nc3ccccc3s2)CC1 | -19.6 | 3.3 | 2.1 | 5.1 | -4.1 | 1465 | 9.7 | 7.8 | 0.0352 | 1.8 | 99.1
Cc1ccc(C)c(C(=O)CSc2nnnn2C(C)C)c1 | -9.7 | . | 0.1 | 8.1 | 3.2 | 1401 | 2.6 | 2.5 | . | 15.8 | 89.8
Cc1ccc(S(=O)(=O)NCC(C)NS(=O)(=O)c2ccc(C)cc2)cc1 (stereo unspecified) | 5.8 | 13.1 | -1.4 | 6.4 | 0.0 | 1600 | 8.0 | 4.4 | -0.269 | 3.1 | 99.7
CC(C)OC(=O)CC1C(=O)NCCN1C(=S)NC(=O)c1cccs1 (stereo unspecified) | -2.5 | -10.4 | 0.4 | -2.9 | -1.6 | 1524 | -4.4 | -1.9 | -0.0358 | 7.4 | 97.3
Cc1cccc2c1N(CC(=O)OC(C)C)C(=O)C2=O | -8.9 | -26.5 | 2.3 | -1.2 | -0.3 | 1497 | 6.0 | -6.7 | . | 10.9 | 95.2
COCCn1c(SCc2ccc(C(=O)OC)o2)nc2ccccc2c1=O | 12.3 | 17.1 | 0.3 | 3.6 | 9.8 | 1407 | -4.2 | 5.7 | . | 16.5 | 92.1
COC(=O)c1ccc(OCC2c3cc(OC)c(OC)cc3CCN2C(=O)C2CC2)cc1 (stereo unspecified) | 9.8 | . | -0.3 | -0.8 | -14.4 | 1469 | -4.7 | -2.9 | . | 6.4 | 97.8
N#CC1=C2C=CC=CN2CC1=O | -48.6 | . | 1.8 | -6.1 | -3.9 | 1698 | 6.6 | 4.5 | . | -10.8 | 111.7
O=C(Nc1ccccc1Oc1ccccc1)c1ccccc1F | 5.7 | -12.7 | 0.9 | 1.1 | -13.5 | 1688 | -1.2 | -1.6 | -1.03 | -7.8 | 104.5
CCn1c(O)c(N=NC(=O)CNc2ccc(C)cc2)c2ccccc21 | -9.5 | -22.0 | 0.3 | 0.6 | -15.3 | 1421 | -4.7 | 0.9 | -0.848 | -7.6 | 104.9
O=C(COc1ccccc1Br)NC1CCCC1 | -23.9 | 9.6 | -1.0 | -3.3 | 0.5 | 1483 | -10.6 | 2.5 | . | 8.5 | 95.1
O=[N+]([O-])c1cccc(-n2nnnc2CN2CCCC2)c1 | -6.3 | -3.1 | 0.1 | -3.5 | 1.6 | 1554 | -9.2 | -1.3 | 0.735 | 4.2 | 103.0
CC(Cn1cnc2ccccc21)C(=O)O (stereo unspecified) | 0.0 | . | 0.1 | -2.4 | -9.1 | 1470 | 1.1 | -3.5 | 0.788 | 4.6 | 98.7
CCOc1ccccc1N1CCN(S(=O)(=O)c2ccc(F)c(F)c2)CC1 | -7.3 | 6.5 | 0.8 | 4.8 | 5.9 | 1325 | 4.6 | 3.7 | 0.272 | 8.5 | 100.3
Cc1ccccc1-n1nc2c(c1NC(=O)c1cc3ccccc3oc1=O)CS(=O)(=O)C2 | -3.2 | . | 1.5 | -7.2 | 5.0 | 1736 | 1.8 | 7.5 | . | 12.3 | 92.6
CC(NCC1COc2ccccc2O1)C(=O)NCc1ccccc1 (stereo unspecified) | -2.9 | -0.8 | 0.9 | -1.3 | -7.8 | 1453 | 1.9 | 9.3 | -0.431 | -13.3 | 112.4
Cc1cccc2nc(-c3ccco3)c(Nc3ccc4c(c3)OCCO4)n12 | 6.7 | 2.6 | 0.9 | 0.4 | -13.0 | 1635 | 6.5 | 4.5 | 0.154 | 7.5 | 95.5
O=C(CSc1nncn1-c1ccccn1)Nc1cccc(Cl)c1 | 2.2 | -7.0 | 2.8 | 1.4 | 0.2 | 1344 | 3.0 | -4.7 | -0.806 | 16.6 | 87.2
CCOc1cc(/C=C(\CC(=O)O)c2nc3ccccc3s2)ccc1OC | 14.1 | -2.6 | 0.4 | 2.9 | -21.1 | 1755 | 5.3 | 1.7 | 0.00975 | 4.0 | 98.5
Cc1ccc(/C=C/C(=O)Nc2cccc3ncccc23)o1 | 3.0 | . | 1.2 | 10.2 | -9.4 | 1683 | 3.5 | 14.7 | . | 23.5 | 88.4

Ordered by the number under RAM inhibit (rising): three from the list above.
Compound | STAT1 inh | S1P3 antagonist | RAM inhibit | PPARg SRC-3 ag | TLR4-MyD88 BLA | PPARg SRC2 recr | PPARg SRC1 recr | ROMK mod | STAT3 activator
Cc1ccc(N2C(=O)CC(n3nc(C)cc3C)C2=O)cc1 (stereo unspecified) | -0.4 | . | 1.8 | -0.9 | 0.2 | 4.9 | -5.4 | -0.171 | 101.4
CS(=O)(=O)N1CCN(c2nc3ccccc3s2)CC1 | -19.6 | 3.3 | 2.1 | 5.1 | -4.1 | 9.7 | 7.8 | 0.0352 | 99.1
Cc1cccc2c1N(CC(=O)OC(C)C)C(=O)C2=O | -8.9 | -26.5 | 2.3 | -1.2 | -0.3 | 6.0 | -6.7 | . | 95.2

Carrying on.
SMILES | STAT1 inh | S1P3 antagonist | RAM inhibit | PPARg SRC-3 ag | TLR4-MyD88 BLA | TR-FRET SRC-2 ct | PPARg SRC2 recr | PPARg SRC1 recr | ROMK mod | STAT3 blocker | STAT3 activator
COc1ccc(N(C)C(=O)CCS(=O)(=O)c2cccc3nonc23)c(OC)c1 | 1.1 | . | 0.3 | -1.4 | -0.1 | 1645 | -3.3 | 2.4 | -0.186 | -0.2 | 100.2
CC1(C)CC2(CC(C)(C(=O)CSc3nc4ccccc4s3)OC2=O)C(=O)O1 (stereo unspecified) | 13.9 | . | 2.2 | -2.8 | -8.2 | 1635 | 3.3 | -3.1 | . | 8.4 | 96.5
CCCCN(CC)C(=O)CSc1cc(=O)n(C)c2ccccc12 | 0.8 | -12.0 | -0.8 | 73.8* | 3.8 | 2446* | 50.9* | 54.9* | . | 20.0 | 87.2
CC(C)(C)C(=O)Oc1ccc2cc(-c3ccc4ccccc4n3)c(=O)oc2c1 | 7.2 | -2.9 | 3.0 | 0.1 | 8.5 | 1611 | 3.3 | 0.0 | . | -6.2 | 105.9
COc1ccc(O)c(-c2c(-c3ccc(Cl)cc3)n[nH]c2C)c1 | 9.2 | -7.5 | 0.4 | 6.8 | -6.4 | 1464 | -0.6 | 1.3 | 0.0827 | 9.8 | 95.0
CCSc1ccc(-c2cccc([N+](=O)[O-])c2)nn1 | -45.0 | -1.6 | 0.4 | 1.7 | -8.8 | 1583 | 2.0 | 3.2 | -0.339 | -4.6 | 107.9
Cc1ccc(S(=O)(=O)Nc2ccc(N(C)C)cc2)cc1 | -8.5 | 11.0 | 1.1 | 5.3 | -1.6 | 1622 | 3.9 | 5.9 | -0.00124 | 2.5 | 105.7
COc1ccc(-c2nc3ccc([N+](=O)[O-])cc3[nH]2)cc1 | -93.2 | 0.8 | 0.6 | 7.7 | 4.3 | 1619 | -1.4 | 7.6 | . | 27.4 | 79.2
O=C(c1nnc(Cc2ccc(Cl)cc2)o1)N1CCc2ccccc2C1 | -6.7 | 10.0 | 1.5 | 0.2 | 8.9 | 1551 | 1.7 | -3.1 | -0.327 | -0.7 | 100.5
O=C(NCCCn1ccnc1)C(=O)c1c[nH]c2ccccc12 | 4.8 | 7.2 | 0.3 | -4.8 | 7.5 | 1586 | 3.8 | -4.4 | -0.378 | -16.4 | 119.9
Cc1ccc(S(=O)(=O)c2c(COC(=O)c3ccccc3Cl)c(-c3ccccc3)nn2C)cc1 | 3.2 | . | 4.9 | 9.4 | 1.9 | 1599 | 15.6 | -0.8 | -0.428 | -5.1 | 108.3
Cc1onc(-c2c(Cl)cccc2Cl)c1C(=O)c1c[nH]c(C(=O)NCCCN2CCOCC2)c1 | 1.6 | . | 0.9 | -1.5 | -7.8 | 1737 | 9.2 | 0.8 | . | 25.1 | 87.8
CC(C)C(NS(=O)(=O)c1cc(C(=O)O)ccc1Cl)C(=O)O (stereo unspecified) | -2.8 | -4.4 | 0.0 | 1.3 | 7.7 | 1706 | -3.3 | -2.8 | 0.362 | 2.1 | 98.8
OC(CNCc1cccc(Br)c1)c1ccccc1 (stereo unspecified) | 3.7 | -12.7 | 2.4 | -3.4 | -21.9 | 1413 | 1.7 | -1.8 | -1.44 | 8.4 | 94.6
COC(CNC(=O)c1ccc2nc(-c3cccs3)c(-c3cccs3)nc2c1)OC | 2.0 | -6.1 | 7.7 | 4.0 | -12.9 | 1519 | -0.4 | 7.0 | . | 1.5 | 97.5
CCOc1ccc2cc(C#N)c(SCC(=O)N3CCCC3)nc2c1 | 3.5 | -12.8 | . | -2.3 | -8.7 | 1609 | 4.6 | -0.3 | . | 8.3 | 97.1
